Neddylation inh = inhibitors of cullin neddylation, primary screen, biochemical, TR-FRET, uHTS, NAE and Ubc12 | NEDD8-conjugating enzyme Ubc12 (Homo sapiens) + NEDD8-activating enzyme E1 regulatory … | calls only at 25 µM | 360,000 tested, 0.58% active | AID 651699, 2012; in the data active means inhibition above about 36%
Target sequence (P61081 whole entry, looked up): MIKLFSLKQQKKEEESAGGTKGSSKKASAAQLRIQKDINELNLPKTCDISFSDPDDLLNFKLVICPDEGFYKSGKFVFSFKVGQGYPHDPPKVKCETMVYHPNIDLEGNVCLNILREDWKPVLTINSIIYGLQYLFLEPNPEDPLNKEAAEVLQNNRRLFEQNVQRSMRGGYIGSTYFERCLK
Target sequence (Q13564 whole entry, looked up): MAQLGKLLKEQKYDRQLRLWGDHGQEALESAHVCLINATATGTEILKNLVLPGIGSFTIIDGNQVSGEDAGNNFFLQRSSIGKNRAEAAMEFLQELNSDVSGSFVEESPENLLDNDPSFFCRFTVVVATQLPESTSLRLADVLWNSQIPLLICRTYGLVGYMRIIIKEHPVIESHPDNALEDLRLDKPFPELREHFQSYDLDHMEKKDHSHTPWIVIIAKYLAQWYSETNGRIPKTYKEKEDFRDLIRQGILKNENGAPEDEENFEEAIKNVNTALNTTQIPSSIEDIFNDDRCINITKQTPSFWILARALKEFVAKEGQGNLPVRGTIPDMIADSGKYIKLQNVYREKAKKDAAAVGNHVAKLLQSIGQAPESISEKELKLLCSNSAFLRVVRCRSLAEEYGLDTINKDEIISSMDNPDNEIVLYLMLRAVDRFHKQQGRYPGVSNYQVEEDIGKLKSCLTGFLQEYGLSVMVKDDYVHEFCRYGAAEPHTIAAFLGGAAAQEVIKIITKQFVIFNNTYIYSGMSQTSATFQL
MsrA inhibitor = bovine MsrA enzyme inhibitors, primary screen, biochemical, absorbance, HTS; inhibition, % at 15.5 µM; purified bovine MsrA, absorbance read-out; 360,000 tested, 0.75% active; AID 651718, 2012; in the data active means inhibition above about 4.5%;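 further: 0% = vehicle wells with enzyme and 100% = reference inhibitor wells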
eLon inh = inhibitors of E. coli Lon protease, primary screen, biochemical, fluorescence polarization; inhibition, % at 7.94 µM; AID 602123, 2011; purified E. coli Lon protease; 360,000 tested, 0.42% active; P0A9M0; in the data active means inhibition above about 13%, passing the limit was not always enough;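 further: 0% = enzyme with probe and DMSO and 100% = no enzyme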
bovine MsrA act = bovine MsrA enzyme activators, primary screen, biochemical, absorbance, HTS. activation, % at 10.6 µM. Methionine sulfoxide reductase A (Bos taurus). 360,000 tested, 0.3% active. purified bovine MsrA, absorbance read-out; in the data active means activation above about 7.5%;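 further: 0% = vehicle and 100% = reference activator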
PABP1 MLLE inh = inhibitors of PABP1 MLLE–PAM2 peptide binding, primary screen, biochemical, fluorescence polarization, FITC-PAM2, GST-MLLE. Polyadenylate-binding protein 1 (Homo sapiens), P11940. 360,000 tested, 0.36% active. AID 588489, 2011. inhibition, % at 20 µM; in the data active means inhibition above about 35%, passing the limit was not always enough;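 further: plate controls were DMSO wells with GST-MLLE for no effect and wells lacking GST-MLLE protein for full effect; some results filed as inactive read as strong as hits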
TbMetRS inhib = T. brucei MetRS inhibitors, primary screen, biochemical, luminescence; methionyl-tRNA synthetase (Trypanosoma brucei brucei); purified T. brucei MetRS, ATP depletion, Kinase-Glo luminescence; inhibition, % at 11.9 µM; 360,000 tested, 0.4% active;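 active means inhibition above a per-plate cutoff of the control wells' mean inhibition plus 3 SD, cut at about 5.5% in these data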;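 further: 0% = DMSO wells median and 100% = median of wells with control inhibitor compound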
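Measured by: Kinase-Glo luciferase luminescence reporting remaining unconsumed ATP. Material: purified T. brucei MetRS enzyme. Doses: 11.9 µM compound single dose, 0.9% DMSO. Medium: HEPES buffer containing pyrophosphatase, BSA, spermine, DTT. Times: 15 min preincubation, 2 h reaction, all 25 °C. Reagent: methionine, ATP and bulk E. coli tRNA.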
FAS-TE inh = FAS thioesterase domain inhibitors, primary screen, biochemical, fluorescence intensity, uHTS | inhibition, % at 15 µM | 360,000 tested, 0.67% active | AID 602261, 2012 | recombinant FAS-TE, OMFH fluorogenic substrate, fluorescence endpoint;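 active means compounds whose normalised, plate-corrected inhibition of enzyme fluorescence in the single-dose primary screen is 50% or more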;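 further: 0% = DMSO with enzyme and 100% = substrate without enzyme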
CSN deneddyl inh = inhibitors of CSN-mediated cullin deneddylation, primary screen, biochemical, fluorescence polarization, uHTS | COP9 signalosome complex subunit 5 (Homo sapiens), Q92905 | Purified CSN, SCF-Nedd8-OG deneddylation | inhibition, % at 12.5 µM | 360,000 tested, 0.38% active;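 active means pattern-corrected inhibition above about 35%, with an unprinted fluorescence ratio check between 0.5 and 1.5, limit read from the data, passing the limit was not always enough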;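 further: 0% = enzyme with substrate and 100% = substrate without enzyme; some results filed as inactive read as strong as hits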
Target sequence (Q92905 whole entry, looked up, one chain of several): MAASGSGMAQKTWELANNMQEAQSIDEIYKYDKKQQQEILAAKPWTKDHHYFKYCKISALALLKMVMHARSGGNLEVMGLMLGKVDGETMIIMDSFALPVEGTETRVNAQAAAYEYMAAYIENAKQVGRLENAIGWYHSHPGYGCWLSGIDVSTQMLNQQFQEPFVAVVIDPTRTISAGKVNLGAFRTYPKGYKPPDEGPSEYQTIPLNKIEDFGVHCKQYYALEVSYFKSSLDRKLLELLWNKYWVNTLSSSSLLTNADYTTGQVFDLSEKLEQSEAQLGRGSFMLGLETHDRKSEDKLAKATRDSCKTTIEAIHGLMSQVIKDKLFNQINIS
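Assay system: purified human Csn5 enzyme expressed in HEK293T cells; Input: 0.24 nM Csn5 enzyme, final concentration; Reagent: 10 nM SCFSkp2-Nedd8OG; Compound dosing: 12.5 µM single point; Times: reaction 90 min, room temperature; Technique: fluorescence polarization readout.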
Rin1 Abl inh = inhibitors of Rin1-Abl protein binding, primary screen, biochemical, TR-FRET; Tyrosine-protein kinase ABL1 (Homo sapiens) + Ras and Rab interactor 1 (Homo sapiens), …; inhibition, % at 7.35 µM; 360,000 tested, 0.4% active; in the data active means inhibition above about 5%, passing the limit was not always enough
* hit, by the source's call; i = inactive; · = no result given.

SMILES | Neddylation inh | MsrA inhibitor | eLon inh | bovine MsrA act | PABP1 MLLE inh | TbMetRS inhib | FAS-TE inh | CSN deneddyl inh | Rin1 Abl inh
N#Cc1cccc(NS(=O)(=O)c2ccc(S(=O)(=O)N3CCOCC3)cc2)c1 | i | 1.2 | 10 | -2 | 6 | -0.3 | -6 | 0 | -2
Cc1ccccc1NC(=O)c1cccc(NC(=O)c2ccccc2C(=O)O)c1 | i | 0.5 | -13 | -6 | -4 | 0.6 | -4 | -2 | 2
O=C(Nc1nccs1)c1ccc(-c2ccc(F)cc2)o1 | i | 1.5 | -5 | -2 | -8 | -0.7 | 11 | -9 | -2
COc1ccc(/C=N/n2c(N)nc3ccccc32)cc1OC | i | 3.3 | -12 | -7 | 0 | -1.2 | -3 | -2 | -4
Cc1cc(C)cc(NC(=O)N2CCCN(c3ncccc3[N+](=O)[O-])CC2)c1 | i | 1.1 | 4 | -3 | -4 | -0.9 | 4 | -4 | 0
O=C(COc1ccc(Cl)cc1Br)Nc1cccc(S(=O)(=O)N2CCCC2)c1 | i | 0.7 | 3 | -2 | -4 | 0.3 | 27 | 0 | 3
COc1ccc(-n2ncc3c(N4CCc5ccccc54)ncnc32)cc1 | i | -1.7 | -7 | -3 | -5 | -0.2 | -4 | 2 | -1
CCCN1C(=O)c2ccccc2NC1c1ccc(C)cc1 (stereo not drawn) | · | -0.4 | -3 | -15 | 3 | -3.5 | -1 | -5 | -1
O=C(CN(Cc1ccccc1)C(=O)c1cccc([N+](=O)[O-])c1)Nc1c(Cl)cc(Cl)cc1Cl | i | 1.5 | -1 | -3 | -2 | -0.3 | 10 | 4 | -3
COc1cccc(C(=O)NCCS(=O)(=O)NCc2cccs2)c1 | i | -1.4 | -1 | -13 | -11 | -0.6 | -9 | 18 | 3
CCOC(=O)Cc1c(-c2cccc(Cl)c2)nc2c3ccccc3ccn12 | i | -0.6 | -6 | -3 | · | -0.4 | 26 | 4 | ·
C=CCNC(=S)Nc1ccc2nc(C)c(C)nc2c1 | i | 1.6 | -2 | -6 | 15 | -1.2 | -9 | 2 | -3
CC(C)[C@H](NC(=O)c1ccccc1F)C(=O)OCC(=O)NC1CC1 | i | 0.4 | -9 | -1 | 1 | -0.3 | -5 | -5 | 1
O=C(C[n+]1cccc(Br)c1)c1ccc(-c2ccccc2)cc1 | i | -0.4 | -4 | -2 | -2 | -0.5 | -2 | -2 | 1
O=C(Nc1ccc(F)cc1)C1CCCN(S(=O)(=O)c2ccc(-n3cnnn3)cc2)C1 (stereo not drawn) | i | -0.1 | -7 | 0 | 6 | 0.1 | 2 | 0 | 2
O=C(O)c1cc2nccc(-c3ccco3)n2n1 | · | 0.9 | 4 | -12 | 13 | -1.4 | -8 | 0 | -2
COc1ccc(C(=O)c2cc3c(cc2[N+](=O)[O-])OCCO3)cc1 | i | 1.8 | 2 | -10 | -4 | -1.3 | 18 | 2 | 1
COC(=O)c1cccc(NC(=O)c2ccc3c(c2)C(=O)N(CC2CCCO2)C3=O)c1 (stereo not drawn) | i | 1.0 | -3 | -3 | -1 | -0.1 | -3 | 1 | -3
COc1ccc(C(=O)c2c[nH]c(C(=O)N=CN(C)C)c2)cc1 | i | 0.8 | 0 | -3 | -5 | 0.1 | -5 | 5 | 1
O=C(Cn1nnc(-c2ccc(N3CCOCC3)cc2)n1)OC1CCCCC1 | i | -0.4 | 1 | -1 | 11 | -0.7 | 6 | -3 | -5
Cc1cc(OCCOCCN2CCCC2)ccc1C(C)C | i | 1.1 | 3 | 6 | 2 | -0.6 | -3 | 2 | 2
COc1nc(OCC#N)nc(N(C)C)n1 | i | -0.2 | 1 | -2 | -5 | -0.8 | -7 | -5 | 1
Fc1ccc(CSc2ncnc3c2ncn3C2CCCCO2)cc1 (stereo not drawn) | i | 0.2 | -4 | -1 | 15 | 0.3 | -26 | 1 | 0
O=C(Nc1ccc(F)cc1F)c1cc(-c2ccco2)nc2ccccc12 | i | 0.8 | -18 | -4 | 3 | -0.6 | 6 | 5 | -2
CN(C)CCOC(=O)CCCCCCCCC(=O)OCCN(C)C | i | -1.6 | -4 | -2 | 15 | -0.3 | -7 | -2 | 1
CCOC(=O)n1c2ccccc2c(=O)n1CCO | i | 0.2 | -1 | -1 | 1 | 0.2 | -3 | -1 | 3
CCOc1ccc(S(=O)(=O)N2CCC(C(=O)OC(C)C(=O)N(C)C3CCCCC3)CC2)cc1 (stereo not drawn) | i | 0.5 | 7 | -5 | 7 | 0.0 | 12 | 4 | 2
Cc1ccc(OCC(=O)Nc2ccncc2)cc1 | i | -0.2 | 0 | -12 | 6 | -0.4 | 2 | 3 | -1
C/C(N)=C(/C#N)C(=O)CSc1nnnn1-c1ccccc1 | i | 1.3 | -1 | -4 | -38 | -1.0 | 22 | 0 | 1
CC(C)N(C)c1ncnc2c1ncn2[C@H]1CN(Cc2ccc(Cl)cc2)C[C@@H](CO)O1 | i | -0.9 | -17 | -1 | 4 | 0.0 | -9 | -1 | 6.2*
CC(=O)N(C)c1ccc(NS(=O)(=O)c2cc(Cl)ccc2Cl)cc1 | i | -0.2 | 8 | -3 | -5 | -0.3 | -3 | -2 | 1
NC(=S)N/N=C/c1coc2ccc(Br)cc2c1=O | i | 1.4 | -10 | -3 | -40 | 0.3 | 9 | 9 | -2
COc1ccc(-c2nc(C)ncc2-c2ccccc2)c(O)c1 | i | 1.9 | 4 | -3 | -7 | -0.7 | 7 | -5 | 3
CCOC(=O)C1CCCN(C(=O)Cn2ncc3c([nH]c4ccc(C)cc43)c2=O)C1 (stereo not drawn) | i | -0.8 | 4 | -10 | 0 | 0.5 | -5 | 6 | -1
CCN1CCCC1CNC(=O)CN(C)S(=O)(=O)c1ccc(Cl)cc1 (stereo not drawn) | i | 0.7 | 7 | 3 | 0 | 0.8 | -3 | 0 | 4
COc1cccc(NC(=O)COC(=O)Cn2c(C)csc2=O)c1 | i | 0.5 | 2 | -3 | -15 | 0.0 | -10 | 4 | -3
Cc1cc(S(=O)(=O)NCc2cccnc2)ccc1-n1cnnn1 | i | 0.4 | -10 | 1 | 14 | 0.1 | -6 | 0 | 0
CCC(C)NCCOc1cccc(Br)c1 (stereo not drawn) | i | -0.9 | -3 | -4 | 9 | -1.3 | -6 | -10 | -3
O=C(OCC(=O)N1CCCC1=O)C1COc2ccccc2O1 (stereo not drawn) | i | 0.2 | 4 | -3 | -7 | 0.2 | -1 | -3 | 0
CN1CCn2cnc(C(=O)NCc3ccc(CNC(=O)OC(C)(C)C)cc3)c2C1=O | i | -0.1 | -2 | -2 | -14 | -0.8 | -7 | -6 | 5
CCCCn1c(CN2C(=O)c3ccccc3C2=O)nc2ccccc2c1=O | i | 0.5 | 0 | -3 | 7 | -0.6 | 7 | 7 | 1
CCC(CO)Oc1cc(NCc2ccc(C)cc2)c2ncn(C(C)C)c2c1 (stereo not drawn) | i | 0.5 | 0 | -7 | 15 | -0.2 | -5 | 4 | 1
Cc1ccc(N2CC(C(=O)NCc3nnnn3-c3ccc(C)c(C)c3)CC2=O)cc1 (stereo not drawn) | i | 0.9 | -7 | -5 | -9 | -0.5 | -3 | 3 | 1
Cc1ccc(S(=O)(=O)Nc2c(C)n(C)n(-c3ccccc3)c2=O)cc1C(=O)NCc1ccccc1 | i | 0.9 | 4 | -2 | -5 | -0.1 | 6 | -3 | -2
Cc1cccc2sc(NNC(=O)c3cc(=O)c4ccccc4o3)nc12 | i | -0.2 | -9 | -7 | -62 | -0.5 | 8 | 10 | 0
C1=CCN(c2nc(N3CCOCC3)nc(N3CCCc4ccccc43)n2)CC1 | i | 1.3 | 0 | -1 | 10 | 0.1 | 19 | 5 | 5
O=S(=O)(N1CCCCCC1)N1CCN(S(=O)(=O)N2CCCCC2)CC1 | i | 0.8 | 7 | -1 | 0 | -0.4 | -7 | -4 | -4
CCc1cccc(C)c1NC(=O)CCCN1C(=O)NC(C)(C)C1=O | i | 1.3 | 6 | -3 | -3 | -0.4 | -8 | -4 | 4
CC1CC(=O)C(C2c3ccccc3CCN2C(=O)CCl)C(=O)C1 (stereo not drawn) | i | -0.1 | -5 | -4 | 2 | -0.3 | -11 | -2 | 0
O=C1[C@H]2[C@@H](/C=C/c3ccccc3)N3C(=O)CN(CC4CC4)C(=O)[C@@]3(Cc3ccccc3)[C@H]2C(=O)N1c1ccccc1 | i | -1.8 | 4 | 0 | -4 | 0.1 | 2 | 4 | 2
O=[N+]([O-])c1ccc(N2CCCC2)nc1 | i | 1.4 | -1 | -7 | 8 | -0.7 | 1 | 8 | -5
COc1ccc(OCc2nnc(SCC(=O)Nc3cccc(C(C)=O)c3)o2)cc1 | i | 0.0 | -5 | 2 | -18 | 0.2 | -4 | -7 | -1
CC1CCCC(NC(=O)CSc2ncnc3ccccc23)C1C (stereo not drawn) | i | 1.0 | 7 | -9 | -3 | -0.4 | 7 | -2 | -4
O=C(CSc1ncnc2ccccc12)N1CCNC1=O | i | 0.9 | 3 | -6 | 7 | -0.2 | -3 | 3 | 1
c1ccc(-n2cnc3ccccc32)nc1 | i | 0.4 | -10 | -3 | 7 | -2.1 | -2 | -3 | 3
O=C1Cn2nnc(-c3ccccc3)c2C2c3ccccc3CCN12 (stereo not drawn) | i | 0.9 | 1 | -5 | 5 | -0.5 | -3 | 2 | 3

Seven compounds already listed, ordered by count of non-hydrogen atoms, smallest number first:
SMILES | Neddylation inh | MsrA inhibitor | eLon inh | bovine MsrA act | PABP1 MLLE inh | TbMetRS inhib | FAS-TE inh | CSN deneddyl inh | Rin1 Abl inh
c1ccc(-n2cnc3ccccc32)nc1 | i | 0.4 | -10 | -3 | 7 | -2.1 | -2 | -3 | 3
O=C(O)c1cc2nccc(-c3ccco3)n2n1 | · | 0.9 | 4 | -12 | 13 | -1.4 | -8 | 0 | -2
NC(=S)N/N=C/c1coc2ccc(Br)cc2c1=O | i | 1.4 | -10 | -3 | -40 | 0.3 | 9 | 9 | -2
C=CCNC(=S)Nc1ccc2nc(C)c(C)nc2c1 | i | 1.6 | -2 | -6 | 15 | -1.2 | -9 | 2 | -3
COc1ccc(C(=O)c2cc3c(cc2[N+](=O)[O-])OCCO3)cc1 | i | 1.8 | 2 | -10 | -4 | -1.3 | 18 | 2 | 1
O=C1Cn2nnc(-c3ccccc3)c2C2c3ccccc3CCN12 (stereo not drawn) | i | 0.9 | 1 | -5 | 5 | -0.5 | -3 | 2 | 3
O=C1[C@H]2[C@@H](/C=C/c3ccccc3)N3C(=O)CN(CC4CC4)C(=O)[C@@]3(Cc3ccccc3)[C@H]2C(=O)N1c1ccccc1 | i | -1.8 | 4 | 0 | -4 | 0.1 | 2 | 4 | 2

From PubChem BioAssay
